SKN-1 inh – blocks SKN-1 activity in C. elegans. 360,000 compounds, 0.49% hits. C. elegans VP596 Pgst-4::GFP/RFP ratio, acrylamide-induced, 24 h. inhibition, % at 21.8 µM. AID 624304;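 active = interference check ratio from 0.5 to 1.5 plus GFP to RFP signal ratio inhibition reaching or exceeding a fixed threshold, cut at about 30% in these data, passing the limit was not always enough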; note: some compounds called inactive have numbers as strong as hits
Scp1 inh – Scp-1 (human) phosphatase inhibition; AID 493091; Q9GZU7; Recombinant Scp1, phosphopeptide, malachite green phosphate absorbance; 340,000 compounds, 0.88% hits; inhibition, % at 20 µM;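 active = inhibition above about 50% at 20 µM, limit read from the data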;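 note: plate controls were DMSO wells with enzyme for no effect and wells lacking enzyme for full effect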
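System: SCP-1 catalytic domain; Reagent: Phospho 17-mer peptide substrate; Doses: one concentration, 20 µM, with 1.0% DMSO; Incubation: 45 min room-temperature reaction, 5 min colour, 30 min stabiliser; Signal: Phosphate-binding colour reagent, absorbance read at 630 nm.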
Rpn11 block – Rpn11 (human) deubiquitinase inhibition. calls only at 20 µM. O00487. human 26S proteasome, Ub4-pepOG fluorescence polarization; 20S core pre-blocked with epoxomicin. 360,000 compounds, 0.59% hits;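 active = inhibition at 20 µM, scaled to each plate's controls, above about 33%, limit read from the data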
SUMO1 PPI mod – SUMO1-SIM interaction modulation; P63165; SUMO1 binding to a labelled peptide, TR-FRET, 1 h; inhibition, % at 20 µM; 360,000 compounds, 0.33% hits; AID 602429; in the data active = inhibition above about 37%
NadD inh – blocks S. aureus nicotinate mononucleotide adenylyltransferase; inhibition, % at 20 µM; purified NadD enzyme, colorimetric absorbance read-out; 360,000 compounds, 0.78% hits; in the data active = inhibition above about 26%; note: some compounds past the cut are filed as inactive
DNMT1 block – inhibitors of human DNMT1 | P26358 | DNMT1 molecular beacon, Hinp1I cleavage, fluorescence | inhibition (reported as % activation of signal), % at 10 µM | 360,000 compounds, 0.83% hits | AID 588458; in the data active = inhibition above about 50%
LMPTP block – blocks human LMPTP phosphatase | inhibition, % at 20 µM | recombinant LMPTP-A, OMFP fluorogenic substrate, fluorescence intensity | 360,000 compounds, 0.22% hits | AID 651560;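 active = compounds that cut the enzyme signal by at least half of the control window in the single-dose screen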;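 note: plate controls were DMSO wells with enzyme plus substrate for no effect and substrate without enzyme for full effect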
Target sequence (P24666 whole entry, looked up): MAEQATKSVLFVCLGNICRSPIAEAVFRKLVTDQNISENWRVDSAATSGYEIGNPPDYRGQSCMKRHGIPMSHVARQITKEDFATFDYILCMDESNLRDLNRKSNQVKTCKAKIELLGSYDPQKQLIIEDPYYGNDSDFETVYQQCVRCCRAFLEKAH
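Test system: LMPTP-A phosphatase enzyme; input: 0.625 nM LMPTP-A final; reagent: OMFP substrate, 400 µM final; compound dosing: 20 µM single dose, 3% DMSO; incubation: 50 min dark incubation at room temperature; measured by: endpoint fluorescence intensity from OMFP dephosphorylation; measure: % inhibition relative to no-enzyme and uninhibited control wells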
STEP block – inhibitors of human striatal-enriched phosphatase STEP; inhibition, % at 20 µM; 360,000 compounds, 0.25% hits; recombinant STEP, OMFP fluorogenic substrate, fluorescence; AID 588621;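 active = inhibition at 20 µM, scaled per plate between control wells, above about 37%, limit read from the data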;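 note: 0% = DMSO with enzyme and substrate and 100% = substrate only without enzyme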
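System: STEP (striatal-enriched tyrosine phosphatase) enzyme, cell-free; medium: Bis-Tris pH 6.0 buffer with DTT, detergent; dosing: 20 µM, 1% DMSO; times: reaction 20 min, ambient temperature; detection: fluorescence, 480/540 nm; read-out basis: normalized % inhibition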
CendR NRP1 mod – modulators of CendR peptide binding to human neuropilin-1; FAM-RPARPAR peptide binding to NRP-1, fluorescence polarization; inhibition, % at 25 µM; 360,000 compounds, 0.85% hits; AID 602438;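 active = inhibition or corrected inhibition above about 18%, plus a signal ratio from 0.5 to 1.5, limit read from the data, passing the limit was not always enough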; note: strong numbers were not always called active
Target sequence (O14786 whole entry, looked up): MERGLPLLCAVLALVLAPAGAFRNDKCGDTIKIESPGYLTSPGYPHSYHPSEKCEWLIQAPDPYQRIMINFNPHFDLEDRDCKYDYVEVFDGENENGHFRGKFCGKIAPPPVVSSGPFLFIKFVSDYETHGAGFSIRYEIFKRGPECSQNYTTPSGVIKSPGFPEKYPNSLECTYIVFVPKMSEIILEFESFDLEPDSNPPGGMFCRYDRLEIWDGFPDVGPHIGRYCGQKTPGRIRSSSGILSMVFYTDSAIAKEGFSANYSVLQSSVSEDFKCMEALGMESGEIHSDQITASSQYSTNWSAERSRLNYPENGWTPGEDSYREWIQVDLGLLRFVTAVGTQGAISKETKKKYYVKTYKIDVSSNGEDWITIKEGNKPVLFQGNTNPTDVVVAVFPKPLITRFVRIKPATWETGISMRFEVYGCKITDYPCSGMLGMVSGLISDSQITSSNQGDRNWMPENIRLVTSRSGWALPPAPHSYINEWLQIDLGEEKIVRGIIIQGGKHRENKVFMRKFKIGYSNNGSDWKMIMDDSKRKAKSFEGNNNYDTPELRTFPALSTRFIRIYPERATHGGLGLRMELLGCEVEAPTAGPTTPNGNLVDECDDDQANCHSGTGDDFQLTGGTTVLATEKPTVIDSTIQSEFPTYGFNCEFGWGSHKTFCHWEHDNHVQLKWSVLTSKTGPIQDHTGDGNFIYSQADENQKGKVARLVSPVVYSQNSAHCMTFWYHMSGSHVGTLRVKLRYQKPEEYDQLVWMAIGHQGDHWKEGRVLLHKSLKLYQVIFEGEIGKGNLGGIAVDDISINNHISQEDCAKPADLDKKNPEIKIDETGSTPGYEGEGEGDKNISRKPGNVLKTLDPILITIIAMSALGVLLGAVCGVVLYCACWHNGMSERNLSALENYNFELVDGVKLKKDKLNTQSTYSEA
MT1-MMP act inh – inhibitors of human MT1-MMP activation; 360,000 compounds, 0.061% hits; GFP/RFP ratio change, % at 20 µM; P50281; AID 651647; HT1080 RFP-PRO-GFP cells, GFP/RFP ratio fluorescence, overnight; percent of plate control window, DMSO zero;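 active = GFP/RFP ratio change of at least 30% with cell ATP level not reduced by more than half and red fluorescence within 50% of control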; note: strong numbers were not always called active
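Read-out: GFP/RFP fluorescence ratio; Test system: RFP-PRO-GFP reporter HT1080 cells; Compound dosing: single-point 20 µM compound, 1% DMSO; Times: overnight compound exposure at 37 °C.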
* marks the source's active call; other numbers are inactive results; i = inactive; · = no result given.

SMILES | SKN-1 inh | Scp1 inh | Rpn11 block | SUMO1 PPI mod | NadD inh | DNMT1 block | LMPTP block | STEP block | CendR NRP1 mod | MT1-MMP act inh
O=S(=O)(c1ccccc1)N1C2CCC1CC(O)(c1cccnc1)C2 (stereo not drawn) | 12 | -1 | i | -2 | 9 | 1 | 0.7 | -2 | -8 | -1
CC(=O)Nc1cccc(NC(C)=C(C#N)C#N)c1 | 6 | -7 | i | 0 | 4 | 1 | -2.1 | -1 | 12 | 3
Cc1cc(/C=C(\C#N)C(=O)O)c(C)n1CCC(C)C | 3 | -14 | i | -10 | 0 | 1 | -0.1 | 0 | 3 | 4
O=C(NCC(=O)N(Cc1ccccc1)C(C(=O)NC1CCCC1)c1cccnc1)c1ccco1 (stereo not drawn) | -3 | 3 | i | 0 | 3 | 3 | 0.4 | -6 | -16 | 0
O=C(CCc1ccc(O)cc1)NN=Cc1ccc2c(c1)OCO2 | 19 | · | i | -6 | -4 | 2 | -0.8 | -3 | 6 | 3
COc1cc(OC)cc(C(=O)N[C@H](C(=O)Nc2ccc(F)cc2F)C(C)C)c1 | 17 | -14 | i | 2 | -8 | 3 | -1.1 | -3 | -4 | -43
O=C(CSc1nnc(CNC(=O)c2ccccc2F)o1)NCCc1ccccc1 | 16 | -2 | i | 1 | 2 | 0 | -1.2 | 2 | -11 | 1
CCc1nc2c(OCCOc3ccc(F)cc3)cccn2c1N(C=O)Cc1ccccc1 | -24 | · | i | 0 | -2 | -4 | 1.1 | -1 | -10 | 0
Cc1ccn2c(=O)cc(C)nc2c1 | -1 | -4 | i | -2 | 5 | 2 | -0.2 | 0 | 0 | -1
NNC(=S)Nc1c(F)cc(F)cc1Br | 2 | 8 | i | -12 | 8 | -2 | 0.8 | 0 | 0 | -1
CCN(CC)S(=O)(=O)c1ccc(N2CCOCC2)c(NC(=O)c2cc3ccccc3oc2=O)c1 | 17 | -10 | i | -27 | -10 | -4 | 3.5 | 2 | 18 | -9
O=C(Nc1ccc(C(F)(F)F)cc1)C1CC(=O)N(c2ccc3c(c2)OCCO3)C1 (stereo not drawn) | -15 | 50 | i | 2 | -7 | 43 | 31 | 19 | 1 | 0
CC(NC(=O)c1ccc(CS(=O)(=O)c2ccc(Cl)cc2)o1)c1ccc2c(c1)OCCO2 (stereo not drawn) | 4 | -14 | i | 2 | -9 | -2 | -0.1 | 1 | 2 | -5
Cc1ccc(S(=O)(=O)CCC(=O)OC(C)C(=O)Nc2ccc(N3CCOCC3)cc2)cc1 (stereo not drawn) | -6 | -6 | i | 0 | 1 | -1 | -0.9 | -4 | 0 | 0
CSc1cccc(NS(=O)(=O)c2ccc(C(C)=O)cc2)c1 | 0 | -7 | i | -1 | -9 | 0 | -0.9 | -1 | 9 | -3
CCOc1ccccc1N(C)C(=O)c1cn(C)c(=O)c2ccccc12 | 17 | -9 | i | -3 | -1 | -1 | -1.5 | -1 | -11 | 4
Cc1ccc(S(=O)(=O)N2CCN(C(=O)c3c(-c4ccccc4)noc3C)CC2)cc1C | 4 | -9 | i | -5 | -8 | 3 | 0.1 | -2 | 6 | -1
O=C(OCc1ccccc1)N1CCCC1/C=C/CN1CCOCC1 (stereo not drawn) | 0 | -1 | i | -6 | -1 | 1 | 0.4 | -4 | -10 | 1
COc1c2ccoc2c(OCC=C(C)C)c2oc(=O)ccc12 | 20 | -7 | i | -29 | -11 | -5 | 2.1 | 1 | 11 | -4
Cc1ccc(N2CCN(C(=O)C(=O)c3ccc4c(c3)OCO4)CC2)cc1 | 0 | · | · | -8 | · | · | -0.8 | · | -19 | 1
CC1CC(c2ccccc2)=Nc2ccccc2N1 (stereo not drawn) | -10 | -2 | i | -13 | -4 | -2 | 0.1 | -3 | -4 | -1
O=[N+]([O-])c1ccccc1SNc1ccc(Br)cn1 | 2 | -7 | i | -17 | 4 | -3 | 2.6 | -2 | -4 | 7
CCOc1cc(-c2nc(-c3ccccc3)c(-c3cc([N+](=O)[O-])ccc3C)[nH]2)ccc1O | 19 | 0 | i | -1 | 23 | -16 | 5.5 | -1 | 8 | 1
O=C(Nc1ccc2nc3n(c(=O)c2c1)CCCCC3)C(=O)N1CCN(c2ccccc2F)CC1 | 6 | -6 | i | 6 | 0 | 1 | 0.0 | 4 | 3 | 4
c1cnc2ccc(-n3ccnc3)cc2c1 | 4 | · | i | -2 | -8 | 4 | -0.8 | -2 | 13 | -9
COCCNC(=O)C(=O)Nc1cc2c3c(c1)CC(=O)N3CCC2 | 0 | -2 | i | -6 | 0 | 3 | -2.0 | -2 | -2 | 3
C/C=C/COC(=O)c1[nH]c2c(c1C)C(=O)CC(c1ccc(N(C)C)cc1)C2 (stereo not drawn) | -1 | 0 | i | 4 | 15 | 1 | 4.2 | -1 | -10 | -3
CCC(CC)N1CCN(C(=O)c2cccc(Cl)c2)CC1 | -14 | 5 | i | -2 | 0 | 4 | -2.3 | 2 | 4 | 1
c1ccc(-c2c[nH]c3[n+]2CCCCC3)cc1 | -20 | 3 | i | -2 | -3 | 0 | -0.7 | 2 | 6 | -3
CCOc1ccc(C(=O)Nc2ncn[nH]2)cc1 | -9 | -6 | i | 3 | -4 | 0 | -3.5 | -1 | 0 | 0

Looked up above.
O=C(Nc1ccc2nc3n(c(=O)c2c1)CCCCC3)C(=O)N1CCN(c2ccccc2F)CC1 – NadD inh = 0
CC1CC(c2ccccc2)=Nc2ccccc2N1 (stereo not drawn) – LMPTP block = 0.1
c1cnc2ccc(-n3ccnc3)cc2c1 – LMPTP block = -0.8
CCOc1ccc(C(=O)Nc2ncn[nH]2)cc1 – SUMO1 PPI mod = 3
c1ccc(-c2c[nH]c3[n+]2CCCCC3)cc1 – LMPTP block = -0.7
O=[N+]([O-])c1ccccc1SNc1ccc(Br)cn1 – STEP block = -2
CCC(CC)N1CCN(C(=O)c2cccc(Cl)c2)CC1 – Scp1 inh = 5

Following part:
SMILES | SKN-1 inh | Scp1 inh | Rpn11 block | SUMO1 PPI mod | NadD inh | DNMT1 block | LMPTP block | STEP block | CendR NRP1 mod | MT1-MMP act inh
CCCN(CCC)c1ccc(CC(=O)NC(C)Cc2ccccc2)cc1 (stereo not drawn) | 1 | -5 | i | -2 | -3 | 0 | 0.4 | -2 | -8 | 2
O=C1OC(c2ccc(O)cc2)(c2ccccc2O)c2ccccc21 (stereo not drawn) | 19 | 1 | i | 0 | 1 | 0 | 1.7 | -5 | -7 | 3
COc1ccc2c(c1)C[C@]1(C)c3ccccc3C(=O)N(Cc3ccccc3)[C@H]21 | 5 | -17 | i | 2 | -1 | -4 | 6.2 | 4 | -2 | -6
Cc1cc(OCC(=O)Nc2ccc3c(c2)OCCO3)cc(C)c1Cl | -9 | -14 | i | 2 | -10 | -8 | 3.6 | 1 | -1 | 4
CC(C)N1C(=O)C2C(C(=O)NC3CCCCC3)C3C=CC2(O3)C1C(=O)NC1CCCCC1 (stereo not drawn) | -18 | -12 | i | 0 | -1 | -2 | 0.3 | 0 | 20 | 1
COc1ccc(-c2nnc(SCC(C)C)o2)cc1 | 9 | -9 | i | 4 | 1 | 1 | 1.3 | 1 | -3 | 0
Cc1ccc(C(=O)N/C(=C\c2cccs2)C(=O)NCCc2c[nH]c3ccccc23)cc1 | 15 | -7 | i | -7 | 4 | -8 | 2.5 | 0 | -7 | -1
C=CCOc1nc2c(c(=O)n(C)c(=O)n2C)n1Cc1ccccc1Cl | 5 | -6 | i | -2 | -13 | -2 | -0.5 | 2 | 11 | -3
CC1(C)CC2(CCO1)OC(=O)CC2C(=O)NCc1ccccc1 (stereo not drawn) | -10 | -4 | i | 3 | -2 | 0 | -2.0 | 0 | 10 | 0
CCCCOC(=O)c1ccc(NC(=O)c2c(OC)cccc2OC)cc1 | 19 | -7 | i | 1 | -8 | -4 | -0.1 | 1 | -3 | -1

4 entries from above, set out differently:
> CC1CC(c2ccccc2)=Nc2ccccc2N1 (stereo not drawn)
  SKN-1 inh: -10
  Scp1 inh: -2
  Rpn11 block: i
  SUMO1 PPI mod: -13
  NadD inh: -4
  DNMT1 block: -2
  LMPTP block: 0.1
  STEP block: -3
  CendR NRP1 mod: -4
  MT1-MMP act inh: -1

> O=[N+]([O-])c1ccccc1SNc1ccc(Br)cn1
  SKN-1 inh: 2
  Scp1 inh: -7
  Rpn11 block: i
  SUMO1 PPI mod: -17
  NadD inh: 4
  DNMT1 block: -3
  LMPTP block: 2.6
  STEP block: -2
  CendR NRP1 mod: -4
  MT1-MMP act inh: 7

> CCOc1cc(-c2nc(-c3ccccc3)c(-c3cc([N+](=O)[O-])ccc3C)[nH]2)ccc1O
  SKN-1 inh: 19
  Scp1 inh: 0
  Rpn11 block: i
  SUMO1 PPI mod: -1
  NadD inh: 23
  DNMT1 block: -16
  LMPTP block: 5.5
  STEP block: -1
  CendR NRP1 mod: 8
  MT1-MMP act inh: 1

> O=C(Nc1ccc2nc3n(c(=O)c2c1)CCCCC3)C(=O)N1CCN(c2ccccc2F)CC1
  SKN-1 inh: 6
  Scp1 inh: -6
  Rpn11 block: i
  SUMO1 PPI mod: 6
  NadD inh: 0
  DNMT1 block: 1
  LMPTP block: 0.0
  STEP block: 4
  CendR NRP1 mod: 3
  MT1-MMP act inh: 4

The list continues.
SMILES | SKN-1 inh | Scp1 inh | Rpn11 block | SUMO1 PPI mod | NadD inh | DNMT1 block | LMPTP block | STEP block | CendR NRP1 mod | MT1-MMP act inh
NS(=O)(=O)c1ccc(CCNC(=O)c2ccccc2OCc2ccc(F)cc2)cc1 | -5 | -6 | i | -1 | 4 | -5 | 1.3 | 0 | -1 | 2
CN(C)c1ccc(C=NCC2(O)CCOC(C)(C)C2)cc1 (stereo not drawn) | -7 | -5 | i | -5 | -3 | 1 | -0.2 | 2 | -13 | -2
Cc1cccc(NC(=O)c2cc(-c3c(C)cc(C)cc3O)n[nH]2)c1 | -4 | 1 | i | 3 | -1 | 4 | -0.3 | -2 | 6 | 8
CCN(CC)S(=O)(=O)c1cc(OC)c(Cl)cc1OC | -2 | -9 | i | 2 | -3 | 0 | 0.4 | 3 | -9 | 1
O=C(CCc1ccc(S(=O)(=O)NC2CCCCC2)cc1)Nc1ccccc1 | -18 | -10 | i | 5 | -7 | -7 | 0.3 | -8 | 1 | 4
O=C(c1cnc(-c2ccccc2)s1)c1ccc(Cl)cc1Cl | 2 | -12 | i | -15 | 7 | 3 | 2.2 | 2 | -6 | 5
CC(=O)Nc1ccc(NC(=O)CSc2nnnn2-c2ccccc2F)cc1 | -8 | -7 | i | 21 | 3 | 1 | -0.1 | 1 | 4 | -1
Cc1ccc(CC(=O)N2CCN(c3ccc([N+](=O)[O-])cc3)CC2)cc1 | -17 | -6 | i | -29 | -10 | 2 | -0.6 | 2 | 8 | 7

High-throughput results deposited in PubChem by Sanford-Burnham Center for Chemical Genomics.

An unsorted share of the library; any-hit rate near 3.9%.
